Measles CPE = protection of cells from measles virus; Measles virus-infected cells, CPE protection, absorbance; protection (pct of control), % at 4 µM; AID 841; hit rate 1.5% among 140,000; in the data active means protection mostly above about 24%, no sharp cut-off; inactive means mostly below about 26%; further: some compounds called inactive have numbers as strong as hits
PTEN del growth = PTEN-deleted cell growth suppression. HCT116 PTEN-null viability, CellTiter-Glo, 60 h; active compounds read low. viability, % at 10 µM. hit rate 1.2% among 140,000. AID 827;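 active means viability at or below a set limit, 4 SD under the median of all tested compounds, cut at about 3.7% in these data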;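 further: PTEN knockout HCT116 line with beta catenin targeted HCT116 as companion control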
MRP-1 activ = activators of MRP-1 | H69AR cells + doxorubicin, viability rescue, CellTiter-Glo | viability increase, % at 10 µM | hit rate 0.61% among 140,000 | AID 799;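 active means viability gain under doxorubicin at or above a set limit, the compound median plus 3 SD, cut at about 4.7% in these data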;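 further: MRP-1 overexpressing cells given doxorubicin 25 µM after compound pretreatment; 18-22 h compound pretreatment then 72 h with doxorubicin before readout; 0% = doxorubicin-only wells and 100% = vehicle-treated cells without doxorubicin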
Phagocytosis inh = blocks phagocytosis by macrophages. inhibition, % at 5 µM. J774A.1 macrophage IgG-bead phagocytosis, imaging. hit rate 0.07% among 110,000;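 active means inhibition above the mean of the plate negative controls plus 5 SD, cut at about 13% in these data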;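 further: phagocytic index as fraction of beads internalized from green versus red external bead signal; plate controls were DMSO negative control for no effect and cytochalasin-D positive control for full effect; some results beyond the cut were filed as inactive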
E-sel TNF inh = TNF alpha driven E-selectin expression inhibition | hit rate 0.71% among 120,000 | inhibition, % at 2 µM | HUVEC TNFa-induced E-selectin immunofluorescence, high content;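 active means inhibition above the batch mean plus 3 SD, and confirmed as a hit on visual image review, cut at about 43% in these data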;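 further: 0% = TNF-stimulated DMSO wells and 100% = unstimulated control wells; not every result past the cut was called active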
NPY-Y2 antag = antagonists of human neuropeptide Y receptor Y2; P49146; NPY-Y2 expressing cells, antagonist mode; inhibition, % at 2.7 µM; hit rate 0.99% among 140,000; AID 793; in the data active means inhibition above about 17%;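 further: 0% = vehicle with agonist challenge and 100% = reference antagonist with challenge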
Target sequence (P49146 whole entry, looked up): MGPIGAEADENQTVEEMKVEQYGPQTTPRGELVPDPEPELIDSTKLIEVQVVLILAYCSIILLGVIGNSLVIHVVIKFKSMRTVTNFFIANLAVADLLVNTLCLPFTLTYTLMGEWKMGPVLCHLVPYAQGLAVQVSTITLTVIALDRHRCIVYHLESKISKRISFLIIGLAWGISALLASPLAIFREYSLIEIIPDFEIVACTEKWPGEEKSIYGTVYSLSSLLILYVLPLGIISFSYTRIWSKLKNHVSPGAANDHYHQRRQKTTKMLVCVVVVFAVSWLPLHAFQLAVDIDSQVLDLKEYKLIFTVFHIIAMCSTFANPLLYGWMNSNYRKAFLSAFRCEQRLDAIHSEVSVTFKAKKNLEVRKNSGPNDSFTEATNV
bCat KO growth = beta-catenin-lacking colon tumor cell growth suppression | HCT116 beta-catenin knockout viability, CellTiter-Glo, 60 h; active compounds read low | viability, % at 10 µM | hit rate 1.5% among 140,000;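 active means viability at or under a set limit, the compound median less 4 SD, cut at about 6% in these data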;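 further: 0% = Hyamine 1622 control at 20 µM and 100% = untreated cell control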
BB579 growth dn = reduces growth of yeast BB579 in restrictive medium. S. cerevisiae BB579 growth, OD615, 48 h. hit rate 0.51% among 140,000. inhibition, % at 10 µM;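 active means inhibition above a set limit, 3 SD over the mean compound inhibition, cut at about 44% in these data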; further: inactives centre near -24
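Assay system: S. cerevisiae DeaD strain BB579 yeast. Medium: CSMM-D restrictive synthetic medium containing dextrose (glucose). Times: 4 h cell preincubation, 48 h compound exposure, 30 °C humidified. Signal: OD615 turbidity measurement. Benchmarks: positive control amphotericin B 10 µg/mL.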
Yeast life ext = extends the lifespan of yeast; S. cerevisiae growth with nicotinamide, OD615; deaD strain in restrictive glucose medium; inhibition of the nicotinamide effect, % at 10 µM; hit rate 0.68% among 130,000;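 active means inhibition above a set limit, placed 3 SD over the median of all compounds, cut at about 26% in these data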;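 further: 0% = nicotinamide-treated wells and 100% = cells grown without nicotinamide; some compounds called inactive have numbers as strong as hits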
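assay system = DeaD-strain S. cerevisiae | buffer or medium = restrictive glucose medium | reagent = 1.5 mM nicotinamide | compound = 10 µM single point, 0.25% DMSO | incubation = 48 h compound exposure at 30 °C, humidified | signal = OD615 measurement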
GALR2 antag = blocks the human galanin receptor 2; O43603; GALR2-expressing cells, antagonist mode; inhibition, % at 4 µM; hit rate 0.39% among 140,000; AID 828; in the data active means inhibition above about 27%;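 further: cells stimulated with galanin 1-16 at roughly its EC80; 0% = agonist challenge control and 100% = basal control without agonist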
Target sequence (O43603 whole entry, looked up): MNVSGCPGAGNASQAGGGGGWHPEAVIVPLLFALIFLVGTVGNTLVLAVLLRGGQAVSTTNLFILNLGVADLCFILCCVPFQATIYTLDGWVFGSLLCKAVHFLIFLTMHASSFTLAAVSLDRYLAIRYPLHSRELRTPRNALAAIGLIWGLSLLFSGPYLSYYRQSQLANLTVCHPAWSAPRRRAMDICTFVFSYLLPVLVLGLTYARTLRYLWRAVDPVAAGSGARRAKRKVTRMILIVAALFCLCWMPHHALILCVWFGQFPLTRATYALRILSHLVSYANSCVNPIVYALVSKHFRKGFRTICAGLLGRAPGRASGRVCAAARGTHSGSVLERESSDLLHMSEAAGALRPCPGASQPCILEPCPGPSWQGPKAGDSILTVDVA
Numbers without * were called inactive; x = not tested or not shown.

molecule	Measles CPE	PTEN del growth	MRP-1 activ	Phagocytosis inh	E-sel TNF inh	NPY-Y2 antag	bCat KO growth	BB579 growth dn	Yeast life ext	GALR2 antag
O=C(COC(=O)/C=C/c1cccc(C(F)(F)F)c1)NC(c1ccccc1)c1ccccc1	27.1	98.7	-2.8	-0.6	-12.5	8.2	96.8	-66.6	8.3	-1.2
CC1=CCC(/C=N\Nc2nnc3c(n2)[nH]c2ccccc23)CC1 (stereo not given)	13.8	95.8	-0.7	x	-23.0	2.8	88.4	-15.5	-2.5	-6.5
Cc1cc(N2CCN(Cc3ccccc3)CC2)n2nc(C)c(-c3ccccc3)c2n1	2.0	60.5	-1.0	1.3	9.2	2.9	45.8	-50.2	-16.3	0.1
CCOc1ccc(NC(=O)Nc2nnc(CC)s2)cc1	8.7	111.4	1.7	-0.1	2.5	2.1	93.0	-38.0	-12.3	-5.4
COC(=O)c1ccc(NC(=O)CSc2nncc3ccc(OC)c(OC)c23)cc1	5.1	98.5	-0.7	-4.4	0.4	3.8	94.5	-12.9	-2.9	-8.2
Cc1ccc(C2=NC3(CCCCCC3)NC2=S)cc1	13.4	93.1	-0.8	-2.6	-17.1	1.0	84.6	-42.3	13.1	-0.2
COc1cc(C(=O)NCCOc2cccc(C)c2)c(Br)c(OC)c1OC	1.9	94.9	-0.8	-0.4	-82.5	4.4	88.8	-40.1	-2.9	12.0
CCSc1nc2ccccc2n1CC(=O)OC	5.7	93.8	-0.4	-1.8	4.5	-0.3	91.9	-24.8	-11.4	-10.2
COC(=O)CN1C(=O)C2(C(C#N)=C(N)Oc3n[nH]c(-c4cccs4)c32)c2ccccc21 (stereo not given)	12.0	104.4	-0.6	0.6	-9.1	3.5	86.8	-17.1	-12.1	3.7
O=S(=O)(NC1CCCCC1)c1cccc(-c2nnc(-c3ccccc3)o2)c1	9.0	88.6	0.9	-0.5	x	10.3	95.0	-21.6	-6.4	-10.7
Cc1nnc(Nc2ccc(Cl)cc2)n(N)c1=O	24.5	102.9	0.6	0.5	17.8	0.8	106.4	-75.0	-6.5	5.3
Cc1c(NC(=O)c2cc3nc(-c4ccc(Cl)cc4)cc(C(F)(F)F)n3n2)c(=O)n(-c2ccccc2)n1C	1.1	73.4	-7.2	x	-27.3	2.5	69.3	-43.2	x	8.1
O=S(=O)(c1ccc(Nc2ccc3c(c2)OCO3)nc1)N1CCOCC1	1.2	96.1	-0.6	0.6	-1.5	0.9	89.9	-29.4	-10.3	8.9
c1ccc(OCCCn2nnc(-c3ccc(N4CCOCC4)cc3)n2)cc1	5.9	97.4	-2.0	-2.2	x	5.0	101.4	-35.6	-13.2	-0.7
COc1ccc(Nc2ccc(Cl)cc2)c(C(=O)O)c1	8.1	86.1	-0.6	-11.7	x	2.7	94.0	-28.1	4.5	-4.5
O=C(Nc1ccccc1)Nc1cccc(Cl)c1Cl	22.6	50.5	-4.0	-2.2	x	0.7	45.7	-19.0	-4.4	18.6
CCNC(=O)c1nc[nH]c1C(=O)NCC	3.4	101.2	-2.0	0.3	x	-0.1	102.7	-17.6	-13.9	-6.5
Cn1c(N)c(C(=O)c2cc(-c3ccccn3)nc3ccccc23)c(=O)[nH]c1=O	9.7	89.6	-1.0	0.0	x	1.4	101.3	-13.6	-11.8	-4.2
c1ccn2c(SCc3ccc4c(c3)OCO4)nnc2c1	21.4	108.7	-0.5	1.9	x	-2.6	103.3	-23.8	5.0	-0.5
CCC(C)NCCOCCOc1ccc(Br)cc1C (stereo not given)	5.1	71.0	-2.7	3.2	31.4	3.3	70.2	9.1	-0.4	-2.1
Cc1cc(=O)[nH]c(SCc2cc(Cl)ccc2OC(F)F)n1	7.7	81.9	-1.4	-1.8	7.8	2.6	95.3	-54.5	-7.6	12.3
O=C(CCN1CCOCC1)c1ccccc1	3.5	1.0*	-2.8	-1.1	14.3	-0.3	1.2*	-6.8	-7.7	-1.3
COc1ccc(/C=N/N2CCN(C3c4ccccc4-c4ccccc43)CC2)cc1O	7.1	86.8	-2.7	3.9	45.4	1.0	94.1	-27.0	-4.6	3.1
O=C(O)c1ccc(CNC(=O)c2ccc(Br)o2)cc1	8.0	97.1	-0.7	-1.3	0.6	3.5	94.8	-31.9	-4.8	4.8
COc1ccc(C(=O)Cn2c(Br)nc3c2c(=O)n(C)c(=O)n3C)cc1	11.6	90.7	-1.1	-0.1	x	2.1	98.4	-38.2	-1.3	8.4
O=C(CSc1cccc(C(F)(F)F)c1)NC(=O)NCc1ccco1	7.5	108.1	-3.5	-0.2	6.7	5.5	99.0	-39.2	-6.5	-7.8
COCCOc1nc2ccccc2nc1C	14.9	101.6	-0.1	x	3.6	4.9	105.2	-6.2	-10.5	6.1
COc1ccc2sc(NC(C)=O)nc2c1	11.7	84.1	-0.9	-1.6	x	1.8	75.6	-28.9	-20.2	-2.9
C=CCn1c(C)cc(C(=O)CSc2nnc(NC(C)C)s2)c1C	7.7	90.1	-0.6	0.1	-15.0	1.2	88.7	-54.0	-6.4	-1.5
CCOc1ccccc1C(=O)Nc1ccsc1C(=O)OC	3.1	14.0	-3.5	-1.7	-15.6	19.7*	15.1	-48.5	2.8	4.4
CCOC(=O)N1CCN(Cc2cc(=O)oc3ccc(Cl)cc23)CC1	2.9	89.9	-0.8	-1.0	6.2	2.2	91.1	-46.0	-5.5	0.7
CN(/C(=N/S(=O)(=O)c1cccs1)c1ccccc1)c1ccccc1	29.4*	98.2	-1.2	-2.7	x	2.7	91.4	-37.1	12.1	-0.2
O=C1OCC(Cn2c3ccccc3c3ccccc32)O1 (stereo not given)	20.4	96.4	-1.0	-0.4	0.7	3.1	101.5	-17.1	-6.8	11.4
COc1ccc(CC(=O)Nc2c3c(nn2-c2cccc(C)c2C)CS(=O)C3)cc1 (stereo not given)	3.5	98.4	-1.2	-1.3	-19.1	-0.3	92.4	-40.5	-3.0	0.5
Cc1cc(C)cc(-n2c(C)cc(C=C(C#N)C#N)c2C)c1	2.6	80.0	-0.1	x	-65.6	1.2	92.6	-8.0	-12.0	2.4
Cc1onc(-c2ccccc2Cl)c1C(=O)N1CCN(c2nc3ccccc3s2)CC1	16.8	37.9	-3.8	-0.1	-14.8	-1.0	28.8	-27.7	2.9	-2.5
COc1cc2c(=O)n(CCCN3CCOCC3)c(=S)[nH]c2c(OC)c1OC	6.9	101.5	-3.2	1.4	11.6	-0.5	97.2	-23.2	-8.8	-2.4
CN(C1CCCCC1)S(=O)(=O)c1cccc(C(=O)OCC(=O)NC2CCCc3ccccc32)c1 (stereo not given)	10.9	96.2	-0.3	-4.9	x	3.0	94.9	-38.4	0.1	9.7
COc1cc2c(cc1OC)C(C(=O)Nc1ccc3c(c1)OCCO3)C(c1cccnc1)N(C)C2=O (stereo not given)	8.7	92.3	-3.6	x	-25.9	1.3	93.4	-32.5	-10.8	1.1
Oc1ccc(Cl)cc1C1=NNC(c2ccc(Cl)cc2)C1 (stereo not given)	18.0	30.8	-4.5	-6.9	x	4.1	33.6	-5.0	-3.8	-3.6
Cc1cc(C)n(-c2ccc(C(=O)Oc3ccc4c(c3)OCO4)cc2)n1	8.8	92.4	0.2	-1.2	-32.7	2.5	95.6	-47.3	-6.6	2.5
C=CCNC(=O)C12CC3(C)CC(C)(CC(C)(C3)C1)C2	12.6	101.7	-0.3	-0.2	18.5	0.3	98.7	-58.2	0.6	-8.2
CCOC(=O)C(C(=O)NCCCN1CCOCC1)C1CCCCC1 (stereo not given)	-0.5	92.1	-0.8	x	-12.5	-0.4	87.8	-21.6	x	-7.8
O=c1[nH][nH]c(C(F)(F)F)c1C=NCc1ccc(Cl)cc1	6.5	96.1	-0.1	x	3.1	1.0	92.5	8.2	1.2	-7.0
Cc1nn(-c2ccccc2)c(Oc2ccc(F)cc2)c1/C=N/n1cnnc1	4.4	98.6	-4.6	-0.5	-7.9	4.3	91.9	-28.2	4.0	-12.0
CCOC(=O)c1[nH]c2ccc(OC)cc2c1NS(=O)(=O)c1ccc(OC)cc1OC	x	91.5	-0.4	-0.7	11.2	0.0	95.4	-17.0	-10.0	3.4
CCn1c2c(c3cc(OCC(C)C)ccc31)CCCC2=O	2.6	85.0	-1.3	x	-1.6	1.8	88.6	-48.7	x	9.1
O=C(COC(=O)c1ccccc1NC(=O)c1ccccc1)c1cccc([N+](=O)[O-])c1	2.5	96.2	-1.0	-4.9	x	0.2	84.5	-47.2	-1.5	-4.4
CCOc1ccc(S(=O)(=O)Nc2cc(Sc3ncn[nH]3)c3oc(=O)sc3c2)cc1	0.8	106.1	1.2	0.5	x	1.6	95.1	-8.9	-6.0	-2.6
O=C(CN(CCN1CCOCC1)C(=O)Cn1nnc(-c2ccc(F)cc2)n1)NC1CCCCC1	25.1	94.7	-0.5	3.3	10.4	4.0	102.0	-6.2	-6.6	3.1
Fc1ccc2c(c1)C(c1ccncc1)=NNC(c1ccc(Cl)cc1)=N2	5.8	81.7	-2.0	x	17.7	0.7	89.5	-44.0	-15.8	2.1
CCP(=O)(CC)C(C)(C)CP(=O)(c1ccccc1)c1ccccc1	7.6	95.2	1.1	x	-22.1	-2.0	100.9	-20.7	3.0	-1.2
Cc1ccccc1C(=O)c1c[nH]c(C(N)=O)c1	13.3	93.6	-0.7	-2.0	-32.2	-2.2	103.8	-38.8	9.1	-9.4
COc1cc(NC(C)=O)c2ncccc2c1[N+](=O)[O-]	6.3	99.8	0.1	1.7	10.9	-2.1	97.3	14.2	-5.4	-2.5
CC1CCCCC1NC(=O)CN1C(=O)CSc2cc(S(=O)(=O)N3CCCCCC3)ccc21 (stereo not given)	3.2	78.4	-2.8	-2.2	15.3	15.9	79.1	-21.1	0.9	9.9
O=C(COC(=O)C1COc2ccccc2O1)NC(=O)NC1CCCCC1 (stereo not given)	3.8	97.6	-2.0	-0.3	4.8	2.1	91.6	-15.8	-20.8	2.2
COC(=O)CSc1ccc(S(=O)(=O)N2CCOCC2)cc1[N+](=O)[O-]	3.5	115.0	1.5	x	8.1	5.0	101.5	-35.9	-1.1	7.0
CCN(CC)P1(=O)OC(c2cc(OC)c(OC)c(OC)c2)=Nc2c1c(C)nn2-c1ccccc1 (stereo not given)	11.2	101.3	-1.9	-2.5	x	-2.6	92.8	-14.4	-3.5	-16.9
C=CCn1c(SCC(=O)N2CCc3ccccc3C2)nc2sc(CC)cc2c1=O	14.5	55.0	-1.8	-11.5	3.5	9.2	56.0	-7.8	-2.0	-3.9
CC(Sc1nnnn1C)C(=O)Nc1ccc(Oc2ccccc2)cc1 (stereo not given)	1.8	92.8	2.6	-0.3	-30.0	0.4	82.8	-28.3	-14.2	0.1

Compound activity: PubChem BioAssay, several laboratories
